# MsrA inhibitor = inhibitors of bovine MsrA | inhibition, % at 15.5 µM | purified bovine MsrA, absorbance read-out | hit rate 0.75% among 360,000; in the data active = inhibition above about 4.5%;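 note: 0% = vehicle wells with enzyme and 100% = reference inhibitor wells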
# CSN inh = blocks human CSN-mediated cullin deneddylation; Q92905; Purified CSN, SCF-Nedd8-OG deneddylation, fluorescence polarization; inhibition, % at 12.5 µM; hit rate 0.38% among 360,000; AID 651999;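 active = pattern-corrected inhibition above about 35%, with an unprinted fluorescence ratio check between 0.5 and 1.5, limit read from the data, passing the limit was not always enough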;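 note: 0% = enzyme with substrate and 100% = substrate without enzyme; some results filed as inactive read as strong as hits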
#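 Detection – fluorescence polarization · System – HEK293T-derived human Csn5 enzyme · Controls – substrate-only high control, full reaction low control · Timing – 90 min, room temperature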
# E coli Lon inh = inhibitors of E. coli Lon protease; P0A9M0; purified E. coli Lon protease, fluorescence polarization; inhibition, % at 7.94 µM; hit rate 0.42% among 360,000; in the data active = inhibition above about 13%, passing the limit was not always enough;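 note: 0% = enzyme with probe and DMSO and 100% = no enzyme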
# FAS TE block = inhibitors of human fatty acid synthase thioesterase domain. hit rate 0.67% among 360,000. recombinant FAS-TE, OMFH fluorogenic substrate, fluorescence endpoint. inhibition, % at 15 µM. AID 602261;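 active = compounds whose normalised, plate-corrected inhibition of enzyme fluorescence in the single-dose primary screen is 50% or more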;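 note: 0% = DMSO with enzyme and 100% = substrate without enzyme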
# Target sequence (P49327 whole entry, looked up, the tested form may be a part): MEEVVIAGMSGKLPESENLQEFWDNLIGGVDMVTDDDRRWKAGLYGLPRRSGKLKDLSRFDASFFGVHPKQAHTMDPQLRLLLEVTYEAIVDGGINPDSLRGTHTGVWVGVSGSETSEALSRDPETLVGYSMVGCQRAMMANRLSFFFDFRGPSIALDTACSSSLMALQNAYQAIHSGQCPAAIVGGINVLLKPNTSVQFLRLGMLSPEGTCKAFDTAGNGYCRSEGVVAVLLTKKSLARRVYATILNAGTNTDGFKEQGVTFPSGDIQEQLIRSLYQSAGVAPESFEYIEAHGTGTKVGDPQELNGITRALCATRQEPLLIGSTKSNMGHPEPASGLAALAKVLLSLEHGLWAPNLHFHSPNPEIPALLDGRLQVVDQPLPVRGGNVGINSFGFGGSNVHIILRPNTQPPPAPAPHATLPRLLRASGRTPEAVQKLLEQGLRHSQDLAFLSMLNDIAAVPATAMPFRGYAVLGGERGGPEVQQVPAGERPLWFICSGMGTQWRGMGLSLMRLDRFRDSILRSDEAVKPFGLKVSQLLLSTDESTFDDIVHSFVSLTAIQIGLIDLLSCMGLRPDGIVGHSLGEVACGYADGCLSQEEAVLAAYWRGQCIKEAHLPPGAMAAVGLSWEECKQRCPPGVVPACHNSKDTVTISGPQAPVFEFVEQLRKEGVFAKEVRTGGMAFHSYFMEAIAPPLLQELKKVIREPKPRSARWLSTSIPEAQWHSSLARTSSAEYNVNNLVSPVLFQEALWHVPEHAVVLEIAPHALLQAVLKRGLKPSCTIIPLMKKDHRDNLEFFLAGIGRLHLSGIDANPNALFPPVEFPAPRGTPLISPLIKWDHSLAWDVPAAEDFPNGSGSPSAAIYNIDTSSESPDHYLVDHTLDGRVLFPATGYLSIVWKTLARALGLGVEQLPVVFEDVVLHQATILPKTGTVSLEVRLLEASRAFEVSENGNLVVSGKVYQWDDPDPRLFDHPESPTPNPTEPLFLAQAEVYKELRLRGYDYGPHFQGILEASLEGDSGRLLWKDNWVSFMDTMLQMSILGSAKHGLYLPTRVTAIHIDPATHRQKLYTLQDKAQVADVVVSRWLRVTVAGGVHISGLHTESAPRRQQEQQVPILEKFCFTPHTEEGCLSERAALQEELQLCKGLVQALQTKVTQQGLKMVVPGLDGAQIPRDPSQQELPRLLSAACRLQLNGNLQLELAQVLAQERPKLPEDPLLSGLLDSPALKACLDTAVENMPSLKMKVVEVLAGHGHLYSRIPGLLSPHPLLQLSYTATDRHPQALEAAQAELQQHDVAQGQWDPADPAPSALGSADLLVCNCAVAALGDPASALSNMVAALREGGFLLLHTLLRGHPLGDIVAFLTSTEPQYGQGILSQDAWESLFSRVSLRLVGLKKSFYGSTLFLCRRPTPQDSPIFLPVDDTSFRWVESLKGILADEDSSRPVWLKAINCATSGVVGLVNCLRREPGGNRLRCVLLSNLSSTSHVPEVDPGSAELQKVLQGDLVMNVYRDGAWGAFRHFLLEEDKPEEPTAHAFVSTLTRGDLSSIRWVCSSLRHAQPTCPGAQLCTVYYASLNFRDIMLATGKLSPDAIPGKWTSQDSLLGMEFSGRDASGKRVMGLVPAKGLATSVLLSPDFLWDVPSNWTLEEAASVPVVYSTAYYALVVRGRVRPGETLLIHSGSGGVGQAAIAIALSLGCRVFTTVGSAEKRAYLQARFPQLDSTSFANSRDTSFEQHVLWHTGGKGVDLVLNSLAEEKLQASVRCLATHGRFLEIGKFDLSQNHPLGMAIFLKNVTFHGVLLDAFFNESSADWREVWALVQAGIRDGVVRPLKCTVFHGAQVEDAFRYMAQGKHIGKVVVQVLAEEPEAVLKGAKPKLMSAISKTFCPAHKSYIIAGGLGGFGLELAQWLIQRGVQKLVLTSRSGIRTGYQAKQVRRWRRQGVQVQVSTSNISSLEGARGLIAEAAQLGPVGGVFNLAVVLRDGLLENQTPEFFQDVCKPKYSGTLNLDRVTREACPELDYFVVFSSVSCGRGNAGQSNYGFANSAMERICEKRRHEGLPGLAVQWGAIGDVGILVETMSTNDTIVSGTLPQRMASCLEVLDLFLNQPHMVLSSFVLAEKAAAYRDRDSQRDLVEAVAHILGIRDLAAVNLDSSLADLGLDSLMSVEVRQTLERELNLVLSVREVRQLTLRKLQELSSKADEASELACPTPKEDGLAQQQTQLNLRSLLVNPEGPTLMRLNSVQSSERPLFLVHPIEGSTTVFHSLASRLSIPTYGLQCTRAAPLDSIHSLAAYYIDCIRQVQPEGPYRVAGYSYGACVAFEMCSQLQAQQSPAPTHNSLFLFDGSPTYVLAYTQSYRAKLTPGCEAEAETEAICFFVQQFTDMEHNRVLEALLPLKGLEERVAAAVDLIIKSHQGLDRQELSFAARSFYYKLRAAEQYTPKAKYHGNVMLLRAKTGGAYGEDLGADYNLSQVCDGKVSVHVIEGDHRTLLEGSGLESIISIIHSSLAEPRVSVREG
# Rpn11 inh = inhibitors of human proteasome Rpn11 | O00487 | human 26S proteasome, Ub4-pepOG fluorescence polarization; 20S core pre-blocked with epoxomicin | calls only at 20 µM | hit rate 0.59% among 360,000 | AID 588493;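 active = inhibition at 20 µM, scaled to each plate's controls, above about 33%, limit read from the data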
# PABP1 MLLE inh = blocks PAM2 peptide binding to the PABP1 MLLE domain | hit rate 0.36% among 360,000 | P11940 | AID 588489 | inhibition, % at 20 µM | GST-MLLE / FITC-PAM2 fluorescence polarization; in the data active = inhibition above about 35%, passing the limit was not always enough;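 note: plate controls were DMSO wells with GST-MLLE for no effect and wells lacking GST-MLLE protein for full effect; some results filed as inactive read as strong as hits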
# MT1-MMP act inh = blocks activation of human MT1-MMP | P50281 | HT1080 RFP-PRO-GFP cells, GFP/RFP ratio fluorescence, overnight; percent of plate control window, DMSO zero | GFP/RFP ratio change, % at 20 µM | hit rate 0.061% among 360,000;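 active = GFP/RFP ratio change of at least 30% with cell ATP level not reduced by more than half and red fluorescence within 50% of control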; note: strong numbers were not always called active
#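 Test system: HT1080 cells expressing an RFP-PRO-GFP fluorescent reporter construct / Compound dosing: single-point 20 µM compound, 1% DMSO / Schedule: cells overnight before dosing, compound overnight, 37 °C, 5% CO2 / Evaluation: GFP/RFP fluorescence ratio / Control set: DMSO and RFP-L50D-GFP cell wells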
# Rin1 Abl inh = blocks binding of human Rin1 to Abl. hit rate 0.4% among 360,000. inhibition, % at 7.35 µM. AID 588664. TR-FRET Rin1/Abl binding, biochemical. P00519+Q13671; in the data active = inhibition above about 5%, passing the limit was not always enough
# MsrA act = activators of bovine methionine sulfoxide reductase A. purified bovine MsrA, absorbance read-out. activation, % at 10.6 µM. hit rate 0.3% among 360,000; in the data active = activation above about 7.5%;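 note: 0% = vehicle and 100% = reference activator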
# * marks the source's active call; other numbers are inactive results; i = inactive; x = no result given; + = active, no number. The order is random (roughly 3.7% active in at least one column).
SMILES,MsrA inhibitor,CSN inh,E coli Lon inh,FAS TE block,Rpn11 inh,PABP1 MLLE inh,MT1-MMP act inh,Rin1 Abl inh,MsrA act
N/C(=N\OC(=O)c1cccc(Br)c1)c1ccncc1,-0.1,-2,3,-7,i,5,1,3,-8
COCCCNC(=O)C(=O)NCC1CCCN1S(=O)(=O)c1cccs1 (configuration not stated),-0.4,-2,-10,-6,i,4,0,0,-2
Cc1ccc(S(=O)(=O)Nc2cc(-c3ccc(Cl)cc3)nn2C)cc1,-0.4,-1,9,0,i,-3,1,-2,-2
O=C(COc1ccccc1)NC(=S)Nc1ccc2c3c(cccc13)CC2,1.9,4,2,21,i,24,4,-5,-13
CNC(=O)c1ccc(CNC(=O)OCc2ccccc2)cc1,0.5,1,3,-2,i,-24,-1,0,4
CC(C)[C@H](NC(=O)OCc1ccccc1)C(=O)N[C@@H](Cc1c[nH]c2ccccc12)C(=O)O,-1.0,4,1,-12,i,10,0,1,-3
O=C1NC(=O)/C(=C/c2ccccn2)S1,2.2,0,2,-5,i,-12,1,1,-4
O=C(C1CCCO1)N1CCN(S(=O)(=O)c2ccc(Br)cc2)CC1 (configuration not stated),-0.8,-2,-5,2,i,-9,2,1,-4
CCOC(=O)N/N=C\c1ccc(C)s1,1.8,4,4,-4,i,6,-1,2,-2
Cc1nc2ccc(NC(=O)c3ccc(=O)[nH]c3)cc2s1,1.7,-2,-4,-3,i,-62,-1,0,-3

# Record cards, from the list above.
# COCCCNC(=O)C(=O)NCC1CCCN1S(=O)(=O)c1cccs1 (configuration not stated) reads MsrA inhibitor: -0.4; CSN inh: -2; E coli Lon inh: -10; FAS TE block: -6; Rpn11 inh: i; PABP1 MLLE inh: 4; MT1-MMP act inh: 0; Rin1 Abl inh: 0; MsrA act: -2
# Cc1nc2ccc(NC(=O)c3ccc(=O)[nH]c3)cc2s1 reads MsrA inhibitor: 1.7; CSN inh: -2; E coli Lon inh: -4; FAS TE block: -3; Rpn11 inh: i; PABP1 MLLE inh: -62; MT1-MMP act inh: -1; Rin1 Abl inh: 0; MsrA act: -3

# New compounds follow.
SMILES,MsrA inhibitor,CSN inh,E coli Lon inh,FAS TE block,Rpn11 inh,PABP1 MLLE inh,MT1-MMP act inh,Rin1 Abl inh,MsrA act
Cc1nc2cc(NC(=O)c3ccc(Cl)cc3)ccc2n1C,0.3,-4,-3,-2,i,-10,3,1,-4
CCCCCCn1cc(CN2CC(N3CCN(C4CCN(C)CC4)CC3)CS2(=O)=O)nn1 (configuration not stated),1.0,-2,0,-11,x,x,3,x,-4
O=C(Nc1ccc(-c2noc(CCc3ccccc3)n2)cc1)c1cccnc1,-0.9,-1,-7,4,i,-6,3,0,-5
FC(F)(F)c1cccc(CNC(=S)Nc2ccccc2)c1,-0.5,0,1,12,i,-28,2,-1,-9
COc1ccc(-c2[nH]ncc2CNCc2cc(C)n(C)n2)c(F)c1,1.1,2,5,-5,i,0,2,4,-4
COc1ccc(-c2cc(-c3c(O)c(OC)c4occc4c3OC)[nH]n2)cc1OC,-0.7,6,-2,16,i,-5,0,4,-4
CCCCOCCCNC(=O)N[C@H](C(=O)OC)C(C)CC (some centres not stated),-1.9,-6,4,-5,i,2,-3,-3,-6
CS(=O)(=O)c1ccc(Cl)c(NC(=O)c2ccc3ccccc3c2)c1,-0.1,1,7,-4,i,4,2,-5,-2
CC(C)Sc1nc2sc3c(c2c2nnc(SCC(=O)NCc4ccco4)n12)CCCC3,-0.2,27,-6,20,i,-60,-19,-2,-1
O=C(Oc1ccc2ccccc2c1)c1ccco1,-0.4,-4,-2,9,i,-8,3,3,-4
COc1ccccc1NC(=O)CCCCCN1C(=O)c2cccc([N+](=O)[O-])c2C1=O,-1.4,2,3,6,i,-4,-2,-4,-3
CC(c1ccon1)N(C)C(=O)CCc1nnc(C2(c3ccc(Cl)cc3)CCC2)o1 (configuration not stated),1.1,-5,7,-9,i,3,3,2,-11
Cc1ccc(NC(=S)N2CCOCC2)cc1,1.0,2,4,-11,i,-17,-1,2,-3
O=C1CCCN1CCCNC(=S)Nc1ccc(Nc2ccccc2)cc1,0.7,-1,3,-3,i,-27,3,2,-3
Cc1cccc(NS(=O)(=O)c2ccc(-c3cnc(C4CC4)o3)cc2)c1C,-0.8,2,1,18,i,-2,2,5,-6
O=C1OC(O)c2cccc3cccc1c23 (configuration not stated),0.1,-1,3,-4,i,-3,-3,3,-3
CN(c1cccc(Cl)c1)S(=O)(=O)c1cccc(C(=O)NCc2ccncc2)c1,1.0,-3,-6,-1,i,12,-8,3,-3
C/C(N)=C(/C#N)C(=O)CSc1nnc(-c2ccccc2)n1C,1.0,2,2,-4,i,2,2,1,-3
CCOc1ccc(NC(=S)Nc2ccc3nsnc3c2)cc1,1.8,44*,-15,10,i,12,0,3,3
Cc1c(NC(=S)N/N=C/C=C/c2ccc([N+](=O)[O-])cc2)c(=O)n(-c2ccccc2)n1C,9.8*,1,-13,-4,i,21,-4,-1,-3
O=C(Oc1cccnc1)c1ccc([N+](=O)[O-])cc1,-0.3,0,-6,4,i,14,2,-1,-9
COc1cc(-c2noc(C)c2C(=O)NCCCN2CCOCC2)cc(OC)c1OC,-0.9,-4,-4,-14,i,2,-2,0,0
O=C(COC(=O)c1cc2ccccc2cc1O)Nc1cccnc1Cl,0.4,-4,2,-5,i,-2,0,1,-1
O=C(CCN1C(=O)/C(=C\c2cccs2)SC1=S)Nc1nccs1,1.1,8,-26,-15,x,-89,-16,-3,-6
Fc1ccc2nc3[nH]c4ccccc4c3nc2c1,0.7,-5,2,-3,i,3,-5,0,-3
COc1ccc(C(=O)OCC(=O)Nc2ccc([N+](=O)[O-])cc2OC)c(O)c1,-0.4,2,-8,-3,i,-7,1,-6,-1
O=C(CN1C(=O)C2C3CC(C(Br)C3Br)C2C1=O)Nc1ccc(C(=O)O)cc1 (configuration not stated),0.9,-3,11,-3,i,-5,-1,-1,-3
CC(O)C(NS(=O)(=O)c1ccc(Cl)cc1)C(=O)OCc1cc([N+](=O)[O-])cc2c1OCOC2 (configuration not stated),2.2,0,-1,27,i,13,x,-2,-8
Cc1cccc(C)c1NC(=O)CNC(=O)C(C)N(C)CC(=O)Nc1ccc(F)cc1 (configuration not stated),-0.6,0,-8,-4,i,-5,-4,2,-2
COc1ccc(NC(=O)CN2CCCN(S(=O)(=O)c3ccc(F)cc3)CC2)c(OC)c1,-0.3,-11,-2,3,i,-13,2,2,-4

# Ordered by value in MT1-MMP act inh (ascending): some entries from above.
structure	MsrA inhibitor	CSN inh	E coli Lon inh	Rpn11 inh	PABP1 MLLE inh	MT1-MMP act inh	Rin1 Abl inh	MsrA act
COc1cc(-c2noc(C)c2C(=O)NCCCN2CCOCC2)cc(OC)c1OC	-0.9	-4	-4	i	2	-2	0	0
O=C(CN1C(=O)C2C3CC(C(Br)C3Br)C2C1=O)Nc1ccc(C(=O)O)cc1 (configuration not stated)	0.9	-3	11	i	-5	-1	-1	-3
O=C(COC(=O)c1cc2ccccc2cc1O)Nc1cccnc1Cl	0.4	-4	2	i	-2	0	1	-1
COc1ccc(NC(=O)CN2CCCN(S(=O)(=O)c3ccc(F)cc3)CC2)c(OC)c1	-0.3	-11	-2	i	-13	2	2	-4

# (listing goes on)
SMILES,MsrA inhibitor,CSN inh,E coli Lon inh,FAS TE block,Rpn11 inh,PABP1 MLLE inh,MT1-MMP act inh,Rin1 Abl inh,MsrA act
Cc1ccc(N(CC(O)CN2CCCCC2)S(=O)(=O)c2ccccc2)cc1 (configuration not stated),-0.5,0,9,-8,i,0,-3,3,-1
O=C1OC(c2ccccc2)/C(=C(/O)c2ccc(Cl)cc2)C1=O (configuration not stated),2.7,2,-6,-7,i,0,1,4,-3
CC1CC(C)CN(C(=O)CN2C(=O)NC3(CCCCCCC3)C2=O)C1 (configuration not stated),-0.9,-5,0,-2,i,-25,-1,0,-1
COCO/C=C(\NC(C)=O)c1ccccc1,0.5,-9,-3,-9,i,-4,0,0,-2
CCCN1C(=O)/C(=C/c2ccco2)SC1=Nc1ccc(OC)cc1,x,4,2,24,i,-4,-5,-5,0
COc1ccc(Cl)cc1C(=O)NCc1cn(C)nc1C,0.1,10,-9,-13,i,-1,0,-2,-2
CC(=O)N(C(C)=O)n1c(C)nc2sc3c(c2c1=O)CCCC3,0.2,5,2,-12,i,-7,2,-1,4
Cc1ccc(S(=O)(=O)c2nc(S(C)(=O)=O)sc2N2CCC(C)CC2)cc1,0.5,4,2,14,i,-47,-4,1,0
CN(C)c1ccc(Cl)c(NC(N)=S)c1,-0.7,-4,-6,-12,i,2,-1,-2,0
O=C1c2cccc(OCc3ccc(F)cc3)c2CCN1Cc1ccccc1,1.0,-18,-1,23,i,8,-7,-2,-2
Cc1ccc([C@@H]2CC(=O)[C@@H]3CN(S(=O)(=O)c4ccc(C)cc4)[C@H](c4ccc(Cl)cc4)C[C@@H]3N2S(=O)(=O)c2ccc(C)cc2)cc1,0.1,-2,-6,18,i,2,-2,1,1
O=C(COC(=O)c1cccc(O)c1)NCc1ccc2c(c1)OCO2,-0.2,1,-12,-7,i,12,-4,-5,-3
CC(C)Cc1nc2n[nH]c(N)c2c2c1CCC2,1.8,0,-6,-2,i,4,10,0,-3
COCCCn1c(=O)c2sccc2n2c(CCCC(=O)NCc3ccccc3)nnc12,-0.9,-6,-4,-5,i,-2,-2,1,-3
COc1cccc(NC(=O)CN2C(=O)NC(CCc3ccccc3)C2=O)c1 (configuration not stated),1.0,0,11,1,i,-5,2,-1,-1
CCOc1ccc(Oc2nc(C)cc(OC)n2)nn1,0.3,2,-2,-9,i,-24,1,1,-4
O=C(O)c1ccc(N/N=C/c2ccc3nccnc3c2)cc1,4.8*,4,-10,-4,i,-5,-25,-3,-8
O=c1cc(-c2ccc(Cl)cc2)[nH][nH]1,0.2,-2,-10,-5,+,-3,15,-3,-2
O=C(NC1=NCCS1)c1ccc(F)c(S(=O)(=O)N2CCOCC2)c1,-0.4,-3,-2,0,i,1,22,4,-11
CN1CCN(c2ccc(C(=O)NC3CCCCC3)cc2[N+](=O)[O-])CC1,0.7,1,5,-2,i,-4,-4,-2,-2
COc1cccc2cc3c(=O)n(-c4ccccc4)nc-3oc12,-0.1,9,-1,-2,i,-9,3,-1,-1
CC1CCCCC1NCC(=O)NCc1ccc(F)cc1 (configuration not stated),0.5,-5,-6,0,i,6,-1,-3,-9
CCN(c1ccccc1)S(=O)(=O)c1ccc(Cl)c(NC(=O)CSc2nncn2C)c1,-1.4,1,0,-7,i,-8,2,1,-2

# Shown field by field: 3 of the compounds above
SMILES: CCOc1ccc(Oc2nc(C)cc(OC)n2)nn1
  MsrA inhibitor = 0.3
  CSN inh = 2
  E coli Lon inh = -2
  FAS TE block = -9
  Rpn11 inh = i
  PABP1 MLLE inh = -24
  MT1-MMP act inh = 1
  Rin1 Abl inh = 1
  MsrA act = -4

SMILES: O=C(O)c1ccc(N/N=C/c2ccc3nccnc3c2)cc1
  MsrA inhibitor = 4.8*
  CSN inh = 4
  E coli Lon inh = -10
  FAS TE block = -4
  Rpn11 inh = i
  PABP1 MLLE inh = -5
  MT1-MMP act inh = -25
  Rin1 Abl inh = -3
  MsrA act = -8

SMILES: O=c1cc(-c2ccc(Cl)cc2)[nH][nH]1
  MsrA inhibitor = 0.2
  CSN inh = -2
  E coli Lon inh = -10
  FAS TE block = -5
  Rpn11 inh = +
  PABP1 MLLE inh = -3
  MT1-MMP act inh = 15
  Rin1 Abl inh = -3
  MsrA act = -2

# Screens (PubChem BioAssay)
